# RAM inhibit: inhibitors of the yeast RAM network; S. cerevisiae dse1pr::URA3 reporter, 5-FOA growth OD615, 2 d; analog-sensitive cbk1-as2 kinase mutant strain; inhibition, % at 50 µM; actives 1.8% (n = 190,000);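 active means inhibition above a set limit, 3 SD over mean compound inhibition, cut at about 8.4% in these data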;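 further: 0% = DMSO-only wells with no growth and 100% = 10 µM 1-NA-PP1 full growth; inhibition rescues growth on 5-FOA so higher OD means more RAM inhibition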
# STAT1 activator: STAT1 signaling activation | NIH 3T3 STAT1-luciferase reporter, IFN-gamma, luminescence; 100% = IFN-gamma alone, no compound | activation (% of control), % at 5.5 µM | actives 2.6% (n = 200,000);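 active means activation above the screen-wide mean activation plus 3 SD, cut at about 130% in these data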;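 further: raw ratio to IFN-gamma control signal so 100% means no change and 0% no light; values of inactives mirror those of a sister screen read the other way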
# STAT1 blocker: STAT1 signaling inhibition; AID 920; inhibition, % at 5.5 µM; actives 0.35% (n = 200,000); NIH 3T3 STAT1-luciferase reporter, IFN-gamma, luminescence;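 active means inhibition above a set limit, the mean inhibition across all tested compounds plus 3 SD, cut at about 34% in these data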;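 further: 0% = IFN-gamma with DMSO and 100% = IFN-gamma with 300 µM nifuroxazide; values of inactives mirror those of a sister screen read the other way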
# FLuc inh counter: counter-screen for luciferase assay inhibitors: firefly luciferase inhibition; ATPLite firefly luciferase biochemical luminescence, 10 min; inhibition, % at 10 µM; actives 1.5% (n = 200,000);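 active means inhibition above about 50% when tested at 10 µM, limit read from the data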
# Target sequence (P08659 whole entry, looked up): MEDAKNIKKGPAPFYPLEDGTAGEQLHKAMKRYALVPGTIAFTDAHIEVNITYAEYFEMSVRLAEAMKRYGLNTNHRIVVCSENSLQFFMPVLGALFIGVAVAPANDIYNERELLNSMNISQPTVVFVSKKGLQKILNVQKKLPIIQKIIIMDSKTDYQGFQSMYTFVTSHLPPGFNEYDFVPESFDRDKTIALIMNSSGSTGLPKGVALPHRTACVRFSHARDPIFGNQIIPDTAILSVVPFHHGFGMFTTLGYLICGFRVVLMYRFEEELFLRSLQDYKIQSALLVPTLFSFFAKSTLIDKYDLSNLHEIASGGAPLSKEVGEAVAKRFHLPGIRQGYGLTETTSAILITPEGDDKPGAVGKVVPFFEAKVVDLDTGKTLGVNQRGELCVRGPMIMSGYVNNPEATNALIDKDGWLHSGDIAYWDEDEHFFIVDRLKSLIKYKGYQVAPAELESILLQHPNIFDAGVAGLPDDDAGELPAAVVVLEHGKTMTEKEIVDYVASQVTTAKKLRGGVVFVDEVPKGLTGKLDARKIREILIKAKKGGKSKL
# APP 5'UTR act: activates APP 5'UTR luciferase reporter. activation, % at 2 µM. AID 1276. actives 1% (n = 190,000). SH-SY5Y APP 5'UTR luciferase reporter, luminescence; zero percent = DMSO vehicle wells;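 active means activation above a set limit, based on mean plus 3 SD of controls, cut at about 140% in these data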; further: values of inactives mirror those of a sister screen read the other way
# Hsp70 act: Hsp70 transcriptional activation, primary screen. actives 0.04% (n = 200,000). HeLa Hsp70 promoter luciferase reporter, luminescence; scaled: vehicle 0, proteasome-inhibitor control 100%. activation, % at 10 µM;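 active means activation above the mean across all tested compounds plus 3 SD, cutoff set per campaign, cut at about 5.5% in these data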;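 further: 100% = MG132 at 30 µM as the positive control and 0% = DMSO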
# STAT3 activator: increases IL-6 driven STAT3 reporter signal; U3A cells, IL-6 STAT3-luciferase reporter, luminescence; 100% = signal with IL-6 EC80 alone; activation (% of control), % at 5.6 µM; actives 0.91% (n = 190,000); AID 871;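 active means activation above the screen-wide mean of compound activation plus 3 SD, cut at about 130% in these data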;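 further: 0% = background luminescence of wells with medium and substrate only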
#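 Detection: reporter luminescence signal / Assay system: STAT1-lacking human U3A cells, STAT3 luciferase reporter / Incubation: compound pre-incubation 1 h before IL-6, then 6 h stimulation at 37 °C / Control set: IL-6-only high control / Read-out: % activation relative to IL-6 control / Probe or stimulus: Interleukin-6, 33 ng/mL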
# NF-kB expr up: compounds increasing NF-kB expression in human neuronal cells; NF-kB reporter expression; stronger effect = higher value; AID 1239; actives 1.6% (n = 190,000); fold change at 12.5 µM; in the data active means fold change above about 3.3
# APP transl inh: APP translation inhibition; actives 0.82% (n = 190,000); AID 1285; inhibition, % at 2 µM; SH-SY5Y APP 5'UTR-luciferase reporter, luminescence;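 active means inhibition above a set limit, derived from the sample mean plus 3 SD, cut at about 45% in these data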; further: values of inactives mirror those of a sister screen read the other way
# STAT3 blocker: inhibitors of IL-6 induced STAT3 signaling. U3A cells, IL-6 STAT3-luciferase reporter, luminescence; host cell line lacks STAT1. inhibition, % at 5.5 µM. actives 0.89% (n = 190,000). AID 862;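 active means inhibition above the mean inhibition across all screened compounds plus 3 SD, cut at about 44% in these data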;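 further: 0% = DMSO only wells and 100% = 100 µM nifuroxazide control wells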
# The depositor's hits bear a star; · = not tested or not shown.
SMILES,RAM inhibit,STAT1 activator,STAT1 blocker,FLuc inh counter,APP 5'UTR act,Hsp70 act,STAT3 activator,NF-kB expr up,APP transl inh,STAT3 blocker
FC(F)(F)c1cnc(-c2cnc(-c3ccncc3)nc2)c(Cl)c1,0.6,140*,-45,13,58,-0.3,85,0.7,-58,21
CCOC(=O)c1ccc(S(=O)(=O)Nc2cc(C(C)(C)C)no2)cc1,-1.1,99,2,-7,25,0.1,101,0.87,-25,1
CC(=O)Nc1ccc2nc(C3CC3)n(Cc3ccc(Cl)cc3)c(=O)c2c1,1.6,146*,-52,0,106,-0.1,109,2.2,-106,-10
CCOC(=O)CCc1c(C)n[nH]c1C,0.9,103,-5,-3,17,0.1,101,1.2,-17,1
O=C(O)c1cc(NS(=O)(=O)c2ccc(NC3CCCCC3)c([N+](=O)[O-])c2)cc(C(=O)O)c1,1.9,102,-4,-3,7,-0.4,102,1,-7,2
O=C(Cc1ccccc1)Nc1scc(-c2ccccc2)c1C(=O)N1CCOCC1,-0.9,97,4,-7,-4,0.1,104,1,4,-1
Cc1ccc(Cn2c(SCC(N)=O)nc3c2c(=O)n(C)c(=O)n3C)cc1,0.2,104,-4,4,1,-0.3,99,1,-1,3
CCCCn1c(=S)[nH]c2c(oc3ccc(Cl)cc32)c1=O,1.6,100,0,-2,-1,-0.3,90,1.2,1,17
CCOc1ccc(CN2CCN(Cc3nc(C(C)C)cs3)CC2CCO)cc1 (configuration not stated),2.2,93,6,-5,-8,-0.2,94,·,8,12
COc1ccccc1NC(=O)C1CCCN(S(=O)(=O)c2cccc3nsnc23)C1 (configuration not stated),0.6,110,-11,-5,5,-0.3,92,0.99,-5,16
CCC(c1nnnn1C1CCCC1)N(Cc1cccs1)Cc1cc2cccc(C)c2[nH]c1=O (configuration not stated),6.3,103,-3,-5,-3,-0.2,104,0.75,3,2
COCCNC(=O)C(c1ccc(F)cc1)N(Cc1ccco1)C(=O)CCC(=O)Nc1nccs1 (configuration not stated),0.2,100,0,-5,21,-0.3,104,0.76,-21,-2
Cc1ccc(-c2nnc(OCCN3CCOCC3)c3ccccc23)cc1,0.7,101,-1,-4,22,-0.6,93,0.99,-22,14
COc1ccc(C2N(c3ccc(F)cc3)C(=O)C3CCCN32)cc1 (configuration not stated),2.1,105,-5,-4,8,0.2,105,1.1,-8,3
CC(=O)N1c2ccccc2C(C)(C)C2CCC(C)CC21 (configuration not stated),-2.2,100,2,-4,-2,0.1,103,1.2,2,-2
CCOc1cc(/C=N/n2cnnc2)ccc1O,2.2,106,-6,2,1,-0.3,99,1,-1,5
COc1cccc(C2CC(=O)Nc3cc4c(cc32)OCCO4)c1OC(C)C (configuration not stated),0.3,98,3,-3,8,-0.1,96,1.1,-8,5
CC1=C(C(=O)OCc2ccccc2)C(c2ccc(Cl)cc2Cl)NC(=O)N1CCCC(=O)O (configuration not stated),4.9,101,-1,2,-9,-0.1,101,2.5,9,-4
CC(=O)N1CCN(Cc2nc3cc(Cl)ccc3c(=O)[nH]2)CC1,-0.5,104,-6,5,11,-0.1,102,0.99,-11,1
Cc1csc(NC(=O)c2nc3nccc(C)n3n2)n1,0.9,110,-11,2,35,-0.3,92,1.5,-35,17

# Fetched by compound from above, 2 records:
SMILES,RAM inhibit,STAT1 activator,STAT1 blocker,FLuc inh counter,APP 5'UTR act,Hsp70 act,STAT3 activator,NF-kB expr up,APP transl inh,STAT3 blocker
Cc1csc(NC(=O)c2nc3nccc(C)n3n2)n1,0.9,110,-11,2,35,-0.3,92,1.5,-35,17
CCCCn1c(=S)[nH]c2c(oc3ccc(Cl)cc32)c1=O,1.6,100,0,-2,-1,-0.3,90,1.2,1,17

# The list continues:
SMILES,RAM inhibit,STAT1 activator,STAT1 blocker,FLuc inh counter,APP 5'UTR act,Hsp70 act,STAT3 activator,NF-kB expr up,APP transl inh,STAT3 blocker
COc1ccccc1-c1cc(C(F)(F)F)nc(N2CCN(c3ccccc3)CC2)n1,13*,93,8,-10,1,-0.1,103,1,-1,-1
Cc1noc(C)c1COc1ccc(C(=O)OC(C)C(=O)Nc2ccc(S(=O)(=O)N3CCOCC3)cc2)cc1 (configuration not stated),3.6,96,4,-7,6,-0.3,95,0.99,-6,6
Cc1ccc(CC(=O)NCc2ccc(Cl)cc2)cc1,3.1,102,-4,-4,6,0.1,99,1.2,-6,5
CCOCC(=O)Nc1cccc(NC(C)=O)c1,0.1,98,-1,-2,-8,-0.1,96,1.1,8,8
Cc1cccc2sc(NC(=O)C3CCN(S(=O)(=O)c4cc([N+](=O)[O-])ccc4Cl)CC3)nc12,4.2,80,22,-2,9,-0.6,74,0.58,-9,32
Cc1nc2sc(C(c3cccc(F)c3)N3CCCC(C)C3)c(O)n2n1 (configuration not stated),0.6,96,4,-4,15,-0.2,107,0.85,-15,-7
O=[N+]([O-])c1cccc(S(=O)(=O)NCCCN2CCOCC2)c1,2.1,99,3,-2,9,0.1,94,1.1,-10,5
CCN(CC)C(=O)c1cc2c(=O)oc3ccccc3c2s1,1.4,106,-7,1,16,-0.3,101,1.8,-16,2
CON(C)S(=O)(=O)c1ccc2c(c1)NC(=O)C1CCCN21 (configuration not stated),-0.1,90,11,-2,1,-0.3,97,0.84,-1,6
O=C(c1cccs1)c1coc2ccc(O)c(CN3CCOCC3)c12,0.0,98,2,-10,-13,-0.1,102,0.79,13,2
O=c1c2ccccc2ncn1CCOCCOc1cccc(Br)c1,4.3,104,-4,-1,-5,-0.2,94,1.1,5,6
O=C1OC(/C(=C\NCc2ccccc2)[N+](=O)[O-])c2ccccc21 (configuration not stated),-0.1,91,9,-2,-5,0.2,101,1.4,5,1
CC(C)Cc1cc(C(=O)NCCc2ccccc2)no1,-0.6,130*,-31,11,51,-0.2,111,3.3,-51,-13
O=C(c1ccc([N+](=O)[O-])s1)N1CCN(c2ccccc2)CC1,-0.1,94,6,1,5,-0.1,97,0.76,-5,2
O=C(CC(SCCO)c1ccc2c(c1)OCO2)c1cccs1 (configuration not stated),0.7,132*,-34,2,69,0.3,108,3.2,-70,-3
O=C(c1ccccc1)N1CCCCC(S(=O)(=O)c2ccccc2)C1=O (configuration not stated),-0.7,105,-6,-4,-4,0.2,95,1.1,4,14
CCCCCCC1CC(C)(C(=O)CNc2nncs2)OC1=O (configuration not stated),1.4,91,10,-8,-6,-0.3,92,1.5,6,13
Fc1ccc(CNC(=S)Nc2ccc(Cl)cc2Cl)cc1,3.3,104,-5,8,25,-0.1,104,1,-25,-6
COC(=O)C(C)Sc1nnc(Cc2cc(=O)[nH]c(=O)[nH]2)n1-c1cc(C)ccc1C (configuration not stated),1.2,101,-1,0,4,-0.1,109,1.1,-4,-6
Cn1ncc(Br)c1C(=O)OCC(=O)Nc1nc(-c2ccccc2)cs1,3.5,106,-7,-3,10,0.1,81,0.96,-10,27
CC(=O)N1C(=O)/C(=C2\SC(=S)N(NC(=O)c3ccc(O)cc3)C2=O)c2ccccc21,6.2,97,3,-8,-5,0.4,105,0.99,5,-1
COc1ccc(CC(=O)Nc2cc(Cl)ccc2C(=O)O)cc1,2.3,97,2,-6,-10,-0.5,107,1.8,10,-6
CCc1ccc(C2NC(C(=O)O)CS2)cc1 (configuration not stated),2.0,101,-1,4,·,-0.4,100,0.94,·,-2
Cc1cc(C)c(C(=O)Cn2nc(C)c([N+](=O)[O-])c2C)cc1C,4.8,104,-6,-9,-3,0.0,93,1.2,3,9
Clc1ccc2nc(C3CCN(Cc4ccccc4)CC3)[nH]c2c1,1.8,101,-1,-6,-1,-0.2,107,0.95,1,4
CCN1CCN(c2nc(C)c3c(n2)CCCC3=O)CC1,0.0,95,6,-2,15,-0.5,125,1.1,-15,-27
COCCNC(=S)N1CCC(c2nc(-c3ccc(F)cc3)no2)CC1,4.5,98,1,-5,-13,-0.2,105,1.1,13,-4
COc1ccccc1N1CCN(C(=O)CSc2ccccc2)CC1,0.3,93,7,-3,25,-0.1,99,1.6,-25,1
Cc1cccc2cc(CN(CC3CCCO3)C(=O)c3ccncc3)c(=O)[nH]c12 (configuration not stated),-0.6,104,-2,2,-4,-0.2,104,1,4,0
NC(=NCCc1c[nH]c2ccccc12)NS(=O)(=O)c1cc(F)ccc1F,2.3,102,-2,-1,-1,-0.3,92,1,1,12
O=C(NC(NCc1ccccc1)C(Cl)(Cl)Cl)c1cccnc1 (configuration not stated),0.5,101,-1,-4,-3,-0.4,94,0.81,3,9
CCc1nnc(NC(=O)CSc2nc3cc(OC)c(OC)cc3cc2C)s1,1.3,104,-7,-1,6,-0.2,101,1.1,-6,1
CC(C)=CC(=O)Nc1nnc(-c2ccccc2C)s1,4.3,122,-26,-6,109,-0.3,88,1.8,-109,16
O=c1[nH]c(NCc2ccccc2)nc2c1CCCC2,1.1,103,-3,-2,4,-0.4,102,1.1,-4,1
c1ccc(-c2csc(Nc3ncccn3)n2)cc1,5.6,157*,-64,28,163*,0.4,99,2.8,-163,3
COc1cc(C(=O)N/N=C/C2CC=CCC2)cc(OC)c1OC (configuration not stated),1.0,110,-11,-4,-93,0.2,144*,0.67,93*,-60
CCCC(=O)Nc1nc(-c2ccccc2)ns1,-0.9,125,-28,11,40,-0.3,108,2.5,-40,-7
COc1ccc(-c2csc3ncn(CC(=O)N4CCOCC4)c(=O)c23)cc1,-0.5,104,-4,-2,36,-0.2,104,1.1,-36,2
COc1ccccc1N1CCN(C(=O)c2cc(-c3ccco3)on2)CC1,1.0,100,-1,-6,21,0.0,92,1,-21,15
COc1cccc(CN2CCNC(=O)C2CC(=O)NCc2cc(C(C)C)no2)c1 (configuration not stated),0.5,92,7,-4,6,0.4,98,1.1,-6,5
COCCCn1c(SCc2nc3ccccc3c(=O)[nH]2)nc2ccccc2c1=O,9.5*,92,9,-1,-8,-0.3,121,1.4,8,-16
COc1ccccc1CNC(=O)c1cn(C)c(=O)c2cc(OC)c(OC)cc12,1.9,100,1,-2,-11,-0.1,102,1,11,4
Cc1ccc(N(C(=O)C2CCC(=O)N2)C2(C(=O)NC3CCCCC3)CCCCC2)cc1 (configuration not stated),-0.5,98,2,-5,11,-0.2,100,1.2,-11,4
CCOC(=O)c1nnn(-c2ccc([N+](=O)[O-])cc2)c1C,2.2,98,4,8,29,-0.4,94,1.4,-29,12
O=C(c1ccc(F)cc1)N1CCCCC(Sc2nnc3ccccn23)C1=O (configuration not stated),3.8,96,3,-7,-6,0.2,100,1.1,6,0
Cc1ccc(CC2S/C(=N/N=C/c3ccco3)NC2=O)cc1 (configuration not stated),0.6,88,11,1,6,-0.1,118,1.1,-6,-17
O=C(/C=C/c1ccco1)c1ccc(NC(=O)C23CC4CC(CC(C4)C2)C3)cc1,4.2,107,-8,0,-3,-0.4,100,1,3,-2

# Rewritten tab-delimited: part of the list above
molecule	RAM inhibit	STAT1 activator	STAT1 blocker	FLuc inh counter	APP 5'UTR act	Hsp70 act	STAT3 activator	NF-kB expr up	APP transl inh	STAT3 blocker
O=C(c1ccc(F)cc1)N1CCCCC(Sc2nnc3ccccn23)C1=O (configuration not stated)	3.8	96	3	-7	-6	0.2	100	1.1	6	0
Cc1ccc(CC2S/C(=N/N=C/c3ccco3)NC2=O)cc1 (configuration not stated)	0.6	88	11	1	6	-0.1	118	1.1	-6	-17
O=C(/C=C/c1ccco1)c1ccc(NC(=O)C23CC4CC(CC(C4)C2)C3)cc1	4.2	107	-8	0	-3	-0.4	100	1	3	-2

# Screening data: PubChem, several laboratories
